NR2F2 inh: blocks human COUP-TFII nuclear receptor. 370,000 tested, 0.7% active. inhibition, % at 8.6 µM. AID 686940. HEK293T NGFI-A luciferase reporter, luminescence;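 active = inhibition above a per-plate cutoff, mean inhibition of test wells between control levels plus 3 SD, cut at about 38% in these data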;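 also: cells cotransfected with COUP-TFII expression vector driving the NGFI-A reporter; 0% = median of COUP-TF2 test wells and 100% = reporter-only cells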
SRC3 inh: human NCOA3 inhibition; Q9Y6Q9; HEK293 GAL4-SRC3 luciferase reporter, luminescence; inhibition, % at 3.6 µM; 360,000 tested, 0.17% active;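 active = inhibition above a per-campaign cutoff, the mean of all compounds plus 3 SD, cut at about 60% in these data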;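 also: 0% = DMSO-treated cells and 100% = gossypol-treated cells at 36 µM; higher means less SRC3-driven luciferase light from the GAL4 reporter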
Exocytosis inh: blocks lytic granule exocytosis. AID 651702. 360,000 tested, 0.66% active. inhibition, % at 10 µM. TALL-104 LAMP-1 surface exposure, flow cytometry; cells stimulated with thapsigargin and PMA;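 active = inhibition above about 55%, limit read from the data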
TLR9-MyD88 inh: inhibitors of human TLR9-MyD88 binding | Q9NR96+Q99836 | CHO BLA complementation TLR9-MyD88, CCF4 FRET ratio | inhibition, % at 4.98 µM | 340,000 tested, 0.21% active | AID 504734;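 active = inhibition above the mean over all tested compounds plus 3 SD, cut at about 21% in these data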;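 also: 0% = DMSO only wells and 100% = clavulanate BLA inhibitor control wells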
TWEAK Fn14 block: TWEAK-Fn14 signaling inhibition | inhibition, % at 10 µM | TWEAK-stimulated Fn14 reporter cells, luciferase luminescence, 8 h | 360,000 tested, 2% active; in the data active = inhibition above about 50%
NOD2-RIPK2 inh: inhibitors of human NOD2-RIPK2 interaction; O43353; CHO BLA complementation NOD2-RIPK2, CCF4 ratio; inhibition, % at 4.98 µM; 360,000 tested, 0.38% active; AID 624267; in the data active = inhibition above about 21%;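 also: 0% = vehicle only and 100% = reference blocker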
SRC2 inh: inhibits human steroid receptor coactivator 2 | Q15596 | inhibition, % at 9 µM | 370,000 tested, 0.17% active | HEK293 GAL4-SRC2 luciferase reporter, luminescence;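 active = inhibition above the mean inhibition of all tested compounds plus 3 SD, set per campaign, cut at about 52% in these data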;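 also: 0% = DMSO treated cells and 100% = cells given Gossypol at 36 µM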
NR5A2 inv ag: inverse agonists of human LRH-1 (NR5A2). 360,000 tested, 0.13% active. inhibition, % at 3.6 µM. AID 602396. HEK293T StAR-luciferase reporter, LRH-1 transfected, 24 h. O00482;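 active = inhibition above the mean inhibition of all tested compounds plus 3 SD, cut at about 73% in these data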;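 also: 0% = DMSO wells and 100% = reporter-only cells lacking LRH-1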
ABHD5 PLIN5 PPI: ABHD5-PLIN5 protein interaction inhibition. Q00G26+Q8WTS1. Split G. princeps luciferase complementation, luminescence, 4 h. inhibition, % at 4 µM. 360,000 tested, 0.78% active. AID 602281;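 active = inhibition above the mean inhibition across every tested compound plus 3 SD, cut at about 22% in these data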;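 also: 0% = DMSO only wells and the 100% control is not disclosed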
NCOA1 inh: inhibits human SRC1 coactivator; HEK293 GAL4-SRC1 luciferase reporter, luminescence; 360,000 tested, 0.12% active; Q15788; inhibition, % at 3.6 µM; AID 588354;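 active = inhibition above the campaign mean plus 3 SD, with each screening campaign given its own cutoff, cut at about 60% in these data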;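 also: 0% = DMSO treated cells and 100% = gossypol at 36 µM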
TROY signal inh: blocks TROY-dependent signaling in reporter cells; inhibition, % at 10 µM; Q293 LMP1-TROYcd NF-kB luciferase reporter, 4 h; AID 1347056; 360,000 tested, 0.98% active;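 active = compounds whose plate-normalised and pattern-corrected inhibition of the luciferase reporter signal at the single screening dose is 50% or more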
Numbers without * were called inactive; nt = not tested or not shown. A portion of the library; the hit share may differ from the screen's.

SMILES	NR2F2 inh	SRC3 inh	Exocytosis inh	TLR9-MyD88 inh	TWEAK Fn14 block	NOD2-RIPK2 inh	SRC2 inh	NR5A2 inv ag	ABHD5 PLIN5 PPI	NCOA1 inh	TROY signal inh
Cc1ccc(NC(=O)COC(=O)C2C3CC4OC(=O)C2C4C3)cc1Cl (stereo not given)	-16	-11	1	-7	-2	-7	-4	3	0	-4	-11
CC(C)(C)[C@@H]1C=C(C(=O)N2CCN(Cc3ccc4c(c3)OCO4)CC2)O[C@H](OCc2ccc(CO)cc2)C1	-20	-12	-5	4	17	17	14	35	-6	2	2
O=C(NCCc1ccccc1)C1CCCN1C(=O)Nc1cccc(Cl)c1 (stereo not given)	-3	3	11	-1	10	0	4	16	2	-14	0
COc1cc2c(cc1OC(C)=O)C(=O)CCCC2	-18	-11	-1	nt	-14	2	-25	4	-3	2	-7
CCC1=Nc2cc(C(=O)NCCCN3CCOCC3)ccc2Sc2ccc(Br)cc21	8	1	8	-4	-28	-4	-15	-37	8	12	-3
COc1ccc(-n2ccnc2SCC(=O)NCc2ccc3c(c2)OCO3)cc1	6	-7	-2	4	-1	-12	13	10	-1	-3	-7
Cc1ccc(NC(=O)c2cccc(N3C(=O)CCC3=O)c2)nc1	2	-3	-2	-2	5	-13	-1	19	3	3	nt
COc1cccc(CN2CCC(C(=O)N3CCC(C)CC3)CC2)c1	14	2	9	-5	2	-1	-2	1	1	13	1
COc1ccc(C(=O)Nc2ccnn2C2CCN(Cc3ccccn3)CC2)cc1	-3	-3	-2	2	3	4	0	13	-6	-53	-8
CCC(c1nnnn1CCOC)N1CCN(c2nc3ccccc3s2)CC1 (stereo not given)	-4	12	3	-5	11	-2	12	12	6	-14	5
Nc1cc(C(=O)OCC(=O)NCC2CCCO2)ccc1Cl (stereo not given)	-9	-1	4	-3	-7	13	1	-4	1	-15	-5
Cc1ccc(C(=O)CCC(=O)OCC(=O)Nc2ccccc2SCC#N)cc1	5	-4	6	2	-15	-1	-4	2	-3	-5	-19
CC(C)Oc1ccc2c(=O)c(-c3ccccc3)coc2c1	-41	-80	1	-7	14	-10	-55	-167	-7	-90	-28
CCN(Cc1ccccc1)C(=O)c1oc2ccc(C)cc2c1C	-5	1	4	-4	-7	4	-20	3	8	-3	-44
COc1ccc(OCCSc2nnc(-c3ccccc3)n2N)cc1	-11	14	-1	-3	3	-3	-23	-13	4	-1	-15

Two entries from above, field by field.
Nc1cc(C(=O)OCC(=O)NCC2CCCO2)ccc1Cl (stereo not given)
  NR2F2 inh = -9
  SRC3 inh = -1
  Exocytosis inh = 4
  TLR9-MyD88 inh = -3
  TWEAK Fn14 block = -7
  NOD2-RIPK2 inh = 13
  SRC2 inh = 1
  NR5A2 inv ag = -4
  ABHD5 PLIN5 PPI = 1
  NCOA1 inh = -15
  TROY signal inh = -5

Cc1ccc(C(=O)CCC(=O)OCC(=O)Nc2ccccc2SCC#N)cc1
  NR2F2 inh = 5
  SRC3 inh = -4
  Exocytosis inh = 6
  TLR9-MyD88 inh = 2
  TWEAK Fn14 block = -15
  NOD2-RIPK2 inh = -1
  SRC2 inh = -4
  NR5A2 inv ag = 2
  ABHD5 PLIN5 PPI = -3
  NCOA1 inh = -5
  TROY signal inh = -19

Later entries.
SMILES	NR2F2 inh	SRC3 inh	Exocytosis inh	TLR9-MyD88 inh	TWEAK Fn14 block	NOD2-RIPK2 inh	SRC2 inh	NR5A2 inv ag	ABHD5 PLIN5 PPI	NCOA1 inh	TROY signal inh
O=C(C[n+]1cc(-c2ccc(Cl)cc2)n2c1CCC2)Nc1nc(-c2ccccc2)cs1	19	-12	-5	-4	-20	9	-2	10	2	2	0
CC(OC(=O)/C=C/c1ccc2ccccc2n1)C(=O)NCc1ccccc1 (stereo not given)	-13	0	4	4	17	-4	-21	-11	7	-11	-44
O=C(/C=C/c1ccc(F)cc1)c1ccc(N2CCOCC2)cc1	0	-12	0	-3	1	5	-13	2	3	5	-31
Cc1nn(C)c(C(=O)Nc2ccn(Cc3c(F)c(F)cc(F)c3F)n2)c1[N+](=O)[O-]	18	5	4	-6	-9	16	-15	14	1	13	10
O=c1[nH]c(CCC2CCCC2)nc2ccccc12	-27	-4	2	-3	8	-3	-5	-40	-3	-13	-9
CN1CCN(C(=O)/C(=C/c2ccccc2F)NC(=O)c2ccccc2)CC1	-3	-10	0	-6	-6	-6	-7	20	-1	-2	-8
CCNC(=O)C1(C)CCN(Cc2cccc(C(F)(F)F)c2)C1 (stereo not given)	16	2	-3	nt	4	-12	-27	-5	4	-22	12
O=C(Nc1ccc(Cl)cc1)c1ccncc1	1	-10	0	-10	-8	-15	-57	-43	2	-10	-28
COc1cccc(OC)c1OCc1cc(C2C3CCCC=C3C(C#N)=C(N)C2(C#N)C#N)c(C)cc1C (stereo not given)	7	-3	3	9	-9	5	5	2	8	-4	-12
CCOc1ccc(CNCCCSc2ncccn2)cc1OC	10	-9	-4	-7	1	9	-9	2	1	6	16
O=C(COc1ccc(S(=O)(=O)NC2CCCCC2)cc1)NCCC1=CCCCC1	20	2	2	3	1	3	18	-2	-7	6	5
O=C1CCCC(O)=C1N=Nc1cccc(C(=O)O)c1	-9	-66	9	-2	-20	-4	-18	-89	9	-90	-9
CCOC(=O)N1CCN(S(=O)(=O)c2ccc(C(=O)Nc3nc4ccc(F)cc4s3)cc2)CC1	7	7	3	-1	22	6	16	9	-1	13	7
COc1ccc(Cl)cc1N1C(=O)CC(N2CCc3ccccc32)C1=O (stereo not given)	-9	-14	0	0	0	-8	18	0	2	-3	-21
CCOC(=O)C1CCCN(C2=C(NS(=O)(=O)c3ccc(Br)cc3)C(=O)c3ccccc3C2=O)C1 (stereo not given)	-16	2	0	0	-19	-10	-11	15	-54	3	-19
NS(=O)(=O)c1ccc(N2CCCCCC2)c([N+](=O)[O-])c1	24	4	2	nt	16	-3	-6	12	74*	-1	-21
Cc1ccc(C(=O)OCC(=O)Nc2cccc(S(=O)(=O)NC3=NCCCCC3)c2)c(C)c1	11	15	2	-2	0	7	2	3	-7	-86	16
Cc1ccccc1C(=O)NNC(=O)c1cc(N)cc([N+](=O)[O-])c1	3	9	0	1	-15	3	4	-10	-2	-4	57*
S=c1[nH]nc(-c2cccnc2)n1/N=C/c1ccccc1	-4	12	4	-13	7	0	-8	-9	1	-10	12
COc1ccc(N2C(=O)CSC2c2cccc(F)c2)cc1 (stereo not given)	-15	-8	-1	-10	-21	-7	7	-26	0	0	-3
CCOc1cc(CNCCc2ccc(S(N)(=O)=O)cc2)ccc1OCC(=O)NC(C)(C)C	-1	20	-3	3	34	-7	-49	4	-6	0	-13
Cc1oc(C2CC2)cc1C(=O)O	8	8	-4	-1	-10	-2	8	-24	5	-5	-12
CN1OC(COC(=O)c2ccc(Cl)cc2)CC1c1ccccc1 (stereo not given)	-1	8	-1	-11	-12	-5	-20	-11	9	7	-31
O=C(NCCC1=CCCCC1)c1ccc2c(c1)N(Cc1ccccc1)C(=O)CS2	0	-22	8	-4	-2	-4	10	10	5	4	13
COc1ccc(Nc2nc(CC(C)=O)ns2)cc1OC	-2	15	3	5	-7	-14	-5	11	0	2	9
O=[N+]([O-])c1cnc2nc(-c3ccncc3)nn2c1O	3	-3	1	-3	28	10	-16	11	2	-9	26
O=C(CN1CCCC1)Nc1cccc(Cl)c1Cl	31	1	1	-5	10	4	-15	7	3	-3	-6
COc1cc(C(=O)OCc2csc(CC(=O)Nc3ccccc3C)n2)ccc1OCC(C)C	-5	-6	4	-2	4	-3	-14	5	-6	-12	-7
Cc1cccc(CNCc2ccccc2)c1	-8	12	0	2	-3	0	-9	25	-3	-20	0
O=C(Nc1nncs1)C1c2ccccc2Oc2ccccc21	-4	1	1	-1	14	-5	20	9	2	9	-2
COc1cccc(CNC(=O)C2CCCN(S(=O)(=O)N3CC(C)CC(C)C3)C2)c1 (stereo not given)	17	4	24	-6	9	9	11	-14	-9	-20	9
COc1ccc(C(=O)Oc2ccc(/C=N/NC(=O)c3cccnc3)cc2OC)cc1	5	11	8	5	19	-3	-33	14	-2	1	19
COc1ccc(-c2c(C#CC(C)(C)O)c3ccccc3n2C)cc1	1	-3	-1	-6	0	5	-14	10	3	-15	-12
CCN(CC)S(=O)(=O)c1ccc(NC(=O)c2ccc(CN3CCOCC3)cc2)cc1	71*	19	-2	-4	34	-4	8	44	-2	12	34
COc1ccc(N(CC(=O)Nc2cc(C)on2)S(=O)(=O)c2ccc(Cl)cc2)cc1	8	-11	-4	9	-6	3	11	-5	2	4	10
COc1ccc(C(=O)Nc2ccccc2C)cc1S(=O)(=O)N1CCOCC1	-15	16	-11	-13	-6	-10	27	-6	2	-16	-4
O=C1CCCC/C1=C\Nc1ccc(C(=O)O)c(O)c1	11	8	0	11	0	-6	4	2	6	-2	-9
CC1(C)CC(=O)/C(=C\c2cccc([N+](=O)[O-])c2)C(C)(C)N1	5	12	-1	-13	23	6	2	10	26*	-12	6

Entries above that have four or more nitrogen atoms (ten):
SMILES	NR2F2 inh	SRC3 inh	Exocytosis inh	TLR9-MyD88 inh	TWEAK Fn14 block	NOD2-RIPK2 inh	SRC2 inh	NR5A2 inv ag	ABHD5 PLIN5 PPI	NCOA1 inh	TROY signal inh
COc1ccc(C(=O)Nc2ccnn2C2CCN(Cc3ccccn3)CC2)cc1	-3	-3	-2	2	3	4	0	13	-6	-53	-8
CCC(c1nnnn1CCOC)N1CCN(c2nc3ccccc3s2)CC1 (stereo not given)	-4	12	3	-5	11	-2	12	12	6	-14	5
COc1ccc(OCCSc2nnc(-c3ccccc3)n2N)cc1	-11	14	-1	-3	3	-3	-23	-13	4	-1	-15
O=C(C[n+]1cc(-c2ccc(Cl)cc2)n2c1CCC2)Nc1nc(-c2ccccc2)cs1	19	-12	-5	-4	-20	9	-2	10	2	2	0
Cc1nn(C)c(C(=O)Nc2ccn(Cc3c(F)c(F)cc(F)c3F)n2)c1[N+](=O)[O-]	18	5	4	-6	-9	16	-15	14	1	13	10
COc1cccc(OC)c1OCc1cc(C2C3CCCC=C3C(C#N)=C(N)C2(C#N)C#N)c(C)cc1C (stereo not given)	7	-3	3	9	-9	5	5	2	8	-4	-12
CCOC(=O)N1CCN(S(=O)(=O)c2ccc(C(=O)Nc3nc4ccc(F)cc4s3)cc2)CC1	7	7	3	-1	22	6	16	9	-1	13	7
Cc1ccccc1C(=O)NNC(=O)c1cc(N)cc([N+](=O)[O-])c1	3	9	0	1	-15	3	4	-10	-2	-4	57*
S=c1[nH]nc(-c2cccnc2)n1/N=C/c1ccccc1	-4	12	4	-13	7	0	-8	-9	1	-10	12
O=[N+]([O-])c1cnc2nc(-c3ccncc3)nn2c1O	3	-3	1	-3	28	10	-16	11	2	-9	26

High-throughput results: PubChem BioAssay, several laboratories
